Screening data as filed in PubChem.
GALK inh = blocks human galactokinase activity; P51570; Purified GALK, Kinase-Glo residual ATP luminescence; Potency, µM (top dose mostly 57.5 µM), inactives show at the top dose activity change, negative = inhibition, most hits filed as inhibitors; hit rate 0.007% among 270,000; AID 1868; note: potency is the fitted concentration of half-maximal effect; % is set by controls: 0 for no effect and ±100 for the full control effect
Target sequence (P51570 whole entry, looked up): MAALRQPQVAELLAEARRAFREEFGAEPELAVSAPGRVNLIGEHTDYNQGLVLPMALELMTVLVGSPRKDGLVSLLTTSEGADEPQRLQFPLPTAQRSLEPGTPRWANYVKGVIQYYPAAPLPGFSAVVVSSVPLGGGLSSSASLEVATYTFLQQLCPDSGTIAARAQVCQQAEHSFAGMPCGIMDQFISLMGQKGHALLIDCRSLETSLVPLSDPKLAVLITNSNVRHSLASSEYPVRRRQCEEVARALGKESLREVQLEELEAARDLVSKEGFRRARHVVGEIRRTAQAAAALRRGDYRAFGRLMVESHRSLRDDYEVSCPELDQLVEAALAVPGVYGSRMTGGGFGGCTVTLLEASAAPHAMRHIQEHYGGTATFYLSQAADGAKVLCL
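ATP-depletion format; final 35 uM ATP, 100 uM D-galactose, 5 nM enzyme; pH 8.0 HEPES/Mg2+ buffer; 60 min RT; luminescence read 10 min after detection reagent.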
FBPA coupling cs = counter-screen for Giardia aldolase inhibitors: coupling enzyme system; coupling enzyme system counterscreen, AmpLite Red fluorescence; activity change, negative = inhibition, % at 58.2 µM, hits read low; hit rate 0.67% among 290,000; AID 2472; in the data active = activity change below about -30%; note: % is set by controls: 0 for no effect and ±100 for the full control effect
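Fluorescence at 525 nm excitation and 598 nm emission measured inhibition of the coupled detection system without aldolase. Compounds (at 57.5 uM final) were preincubated 10 min at room temperature with coupling enzyme reagent before a 20 min substrate/AmpLite Red step.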
Giardia kill = Giardia lamblia killing; activity change, % at 7.66 µM, hits read low; hit rate 0.15% among 340,000; AID 540267; Giardia lamblia trophozoite viability; in the data active = activity change below about -80%; inconclusive = between about -30% and that limit;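 note: parasites exposed to compound for two days anaerobically before the ATP read; % is set by controls: 0 for no effect and ±100 for the full control effect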
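Media and compound were dispensed first, then trophozoites at 100 cells/well; plates sat 48 hrs at 37 deg C without oxygen before ATP luminescence reagent was added and read after 15-30 min at room temperature.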
TCR act = activators of T cell receptors; primary human leukocytes, anti-CD3, IL-2 HTRF, 48 h; Potency, µM (titrated, usually from 9.22 µM), without a hit: at the highest dose activation of IL-2 secretion, usual class: activators; 330,000 tested, under 10 active; AID 504894; note: % of control where 0% means no effect
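IL-2 release read by HTRF sandwich (Eu cryptate donor, d2 acceptor, 665 nm emission) after 48 hr exposure of primary human leukocytes to compound together with anti-CD3 beads in the absence of co-stimulatory signals.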
Tb PFK inh = inhibitors of T. brucei phosphofructokinase; Potency, µM (top dose mostly 57.5 µM), without a hit: at the highest dose activity, negative = inhibition, actives largely listed as inhibitors; O15648; AID 485367; hit rate 0.17% among 330,000; T. brucei PFK, ADP-Glo luminescence;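 note: potency is the fitted concentration of half-maximal effect; 0% = uninhibited 1x PFK enzyme wells and -100% = no-enzyme wells; nearly all actives have a fitted effect of over 60% in size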
Target sequence (O15648 whole entry, looked up): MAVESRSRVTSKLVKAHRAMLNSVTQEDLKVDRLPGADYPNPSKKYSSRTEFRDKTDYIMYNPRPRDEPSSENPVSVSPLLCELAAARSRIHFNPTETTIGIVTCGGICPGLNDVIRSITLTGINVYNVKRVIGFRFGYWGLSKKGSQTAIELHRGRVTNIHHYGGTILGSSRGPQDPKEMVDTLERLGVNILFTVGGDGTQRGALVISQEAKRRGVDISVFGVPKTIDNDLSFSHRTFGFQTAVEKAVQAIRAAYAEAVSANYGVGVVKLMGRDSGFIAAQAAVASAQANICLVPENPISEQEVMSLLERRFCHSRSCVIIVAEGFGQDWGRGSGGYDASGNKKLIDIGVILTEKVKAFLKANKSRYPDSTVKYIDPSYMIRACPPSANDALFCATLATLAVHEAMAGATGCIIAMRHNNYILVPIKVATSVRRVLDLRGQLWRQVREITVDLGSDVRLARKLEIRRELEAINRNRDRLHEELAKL
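Activity is normalized to no-enzyme wells (full inhibition) and 1.25 nM enzyme wells (no inhibition). Reaction: 0.5 mM F6P, 0.1 mM ATP, 45 min RT, ADP-Glo luminescence; concentration-response curves fitted and classed by quality.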
CXXC DNA block = blocks binding of human MLL CXXC domain to DNA; AID 2662; hit rate 0.037% among 290,000; Potency, µM (highest dose often 115 µM), for inactives: at the top dose activity change, negative = inhibition, usual class: inhibitors; MLL-CXXC / FITC-HOXA9 DNA fluorescence polarization; Q03164; active = well fitted inhibition curve with a large enough effect in the polarisation, with a control signal flat, not every such curve was filed as active; inconclusive = small, poorly fitted or top-dose-only effect, or effect the other way, or a change in a side signal; inactive = no such curve, though single readings can be large or run the other way; the % refers to the polarisation; note: potency is the fitted concentration of half-maximal effect
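Fluorescence polarization: 7 uM MLL-CXXC (stock) preincubated 5 min with compounds, then 50 nM fluorescein-HOX-A9 DNA (stock) added; 30 min ambient. Buffer 50 mM Tris-HCl pH 7.5, 50 mM NaCl, 1 mM DTT, 0.05% BSA.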
BCR signal inh = chronic active BCR signaling inhibition; ABC-DLBCL IkBa-CBG/CBR reporter, luminescence ratio, 4 h; hit rate 0.05% among 340,000; AID 493014; Potency, µM (titrated, usually from 46.1 µM), for inactives: at the highest dose ratio change, negative = lower green/red ratio, hits mostly inhibitors; active = well fitted inhibition curve with a large enough effect in the signal ratio, with a control signal flat, not every such curve was filed as active; inconclusive = small, poorly fitted or top-dose-only effect, or effect the other way, or a change in a side signal; the % refers to the signal ratio;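 note: potency is the fitted concentration of half-maximal effect; plate controls were basal doxycycline-induced cells for no effect and cells given 10 µM MG132 for full effect; MG132 reads +100%, hits lower the ratio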
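Doxycycline induced both beetle luciferases in TMD8 lymphoma cells; IKK-driven degradation limits the IkappaBalpha-fused green signal, while red luminescence normalises for cell number and nonspecific effects. Compounds tested up to 46 uM, 4 hrs.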
hERG WT inh = KCNH2 (human, wildtype) channel inhibition. hit rate 0.37% among 340,000. activity change, % at 1.84 µM. AID 720551. U2OS, BacMam KCNH2, thallium flux FluxOr; hits give low values. Q12809;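 active = maximum activity change below -70%; inconclusive = maximum activity change between -70% and -50%; inactive = maximum activity change above -50%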; note: % is set by controls: 0 for no effect and ±100 for the full control effect
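U2OS cells were transduced with wild-type KCNH2 virus (2.03 x 10^8 / mL) for 4 h at room temperature, then cultured overnight at 37 C. Thallium flux was read with FluxOr dye. Rate constants were normalized to DMSO controls.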
TSHR antag = human thyrotropin receptor antagonism | P16473 | TSHR-expressing cells, TSH-stimulated cAMP HTRF, 2 h; hits give low values | activity change, negative = inhibition, % at 11.5 µM | hit rate 0.2% among 330,000;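 active = activity change below a set negative limit, meaning inhibition stronger than a set level, cut at about -70% in these data; inconclusive = activity change between two set negative limits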; note: % is set by controls: 0 for no effect and ±100 for the full control effect
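TSHR-expressing cells were treated with compounds, then stimulated with TSH at EC80 (4nM final) for 2 hours at 37 deg C. Cellular cAMP was measured by HTRF competition between lysate cAMP and cAMP-d2 for a cryptate-labelled anti-cAMP antibody.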
A-T KAP1 phos = candidate therapy for ataxia-telangiectasia; AID 485349; Potency, µM (doses to about 57.5 µM), without a hit: at the highest dose activation, hits mostly activators; hit rate 0.19% among 320,000; […] A-T fibroblasts, KAP-1 phosphorylation AlphaLISA; neocarzinostatin DNA damage 30 min before lysis; note: potency is the fitted concentration of half-maximal effect; % of control where 0% means no effect; nearly all actives have a fitted effect of over 45% in size
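hTERT-immortalized A-T patient fibroblasts ([…]), 500 cells/well in OPTI-MEM, 1% FBS, got compounds for 60 min, then NCS for 30 min at 37C. Lysates were then assayed for phospho-KAP-1 by AlphaLISA (anti-pKAP1 donor, anti-KAP1 acceptor beads), 6 hr at 25C.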
* = called active by the depositor; ? = inconclusive; / = no result given; [ ] = remark or other dose. Unless noted, calls come from the whole dose curve; as a rule, active = well fitted curve in the direction sought with a large enough effect; inconclusive = small, poorly fitted or top-dose-only effect, or another doubt; inactive = no such curve, though single readings can be large; an effect the other way counts as inactive or inconclusive.

The opening two entries, ahead of the listing:
SMILES	GALK inh	FBPA coupling cs	Giardia kill	TCR act	Tb PFK inh	CXXC DNA block	BCR signal inh	hERG WT inh	TSHR antag	A-T KAP1 phos
O=C1[C@@H]2C(Cc3ccc(O)cc3)NC3(C(=O)Nc4ccc(F)cc43)[C@@H]2C(=O)N1c1ccccc1 (stereo not given in full)	3%	-1	8	-14%	-3%	-1%	?	1	0	11%
Cn1ncc(Br)c1C(=O)N1CCc2ccccc21	/	-4	-6	1%[46.1 µM]	-8%	6%	2%	-18	-4	1%

The listing, repeating the preview:
SMILES	GALK inh	FBPA coupling cs	Giardia kill	TCR act	Tb PFK inh	CXXC DNA block	BCR signal inh	hERG WT inh	TSHR antag	A-T KAP1 phos
O=C1[C@@H]2C(Cc3ccc(O)cc3)NC3(C(=O)Nc4ccc(F)cc43)[C@@H]2C(=O)N1c1ccccc1 (stereo not given in full)	3%	-1	8	-14%	-3%	-1%	?	1	0	11%
Cn1ncc(Br)c1C(=O)N1CCc2ccccc21	/	-4	-6	1%[46.1 µM]	-8%	6%	2%	-18	-4	1%
CCOc1c(Br)cc(C2CC(=O)Nc3cc(OC)c(OC)cc32)cc1OC (stereo not given)	-4%	2	23	/	1%	8%	?	1	8	2%
Fc1ccc(CSc2nc3ncc(Br)cc3[nH]2)cc1	1%	-2	2	5%	-9%	29%	?	-1	-1	/
O=C1C=C(NCc2ccc3c(c2)OCO3)CC(c2ccccc2)C1 (stereo not given)	11%	3	-15	3%	?	1%	-4%	-5	1	6%
COc1ccc(NC(=S)Nc2ccc3nc(C)c(C)nc3c2)cc1	-3%	-21	0	-7%	1%	-9%	-21%	-8	-8	2%
COc1ccc(S(=O)(=O)NCCSc2ccccc2)cc1OC	-4%	0	-17	-2%	/	-9%	/	0	/	/
Cc1ccc(S(=O)(=O)CCC(=O)NCc2ccccc2)cc1	-1%	-2	16	4%[46.1 µM]	-4%	-5%	1%	-10	-7	1%
O=C(CNC(=O)c1cccc(Cl)c1)Nc1ccc(F)c(F)c1F	1%	-1	8	-2%	-3%	17%	?	-16	13	4%
COc1ccc(CCN2CC3=C(C2=O)C(c2ccccc2)NC(=O)N3C)cc1OC (stereo not given)	0%	1	6	/	-8%	0%	5%	2	1	7%
Cc1ccc2nc(N(CCCN(C)C)C(=O)COc3ccc(Cl)cc3)sc2c1	-1%	1	26	1%	-2%	6%	-16%	2	0	-4%
O=C(CSc1nnc(COc2ccc(Cl)cc2)n1Cc1ccco1)N1CCNC1=O	/	/	9	1%	-20%	/	-3%	3	-7	12%
FC(F)(F)c1cc(-c2ccco2)nc(N2CCN(c3ccccc3)CC2)n1	0%	-1	-2	0%	-1%	1%	?	6	-4	0%
CC(=O)Nc1ccc(S(=O)(=O)n2cnc3cc(C)c(C)cc32)cc1	2%	6	3	1%	0%	8%	-1%	1	-3	-1%
COCCn1c(=O)[nH]c2cc(C(=O)NCC3CCCO3)ccc2c1=O (stereo not given)	-1%	1	-1	-8%	2%	-2%	10%	0	-3	-8%
Cc1ccc(CCNS(=O)(=O)c2ccc3c(c2)N(C)CCO3)cc1	6%	/	5	4%	-2%	1%	0%	2	-5	0%
Cc1cc(C)cc(C(=O)NC(CC(N)=O)c2ccc(N3CCC(N4CCCCC4)CC3)c([N+](=O)[O-])c2)c1 (stereo not given)	/	1	-7	3%	0%	6%	-21%	6	8	-5%
CC(=O)OC[C@]12CC[C@H]3[C@@](C)(CC[C@H]4C(C)(C)CCC[C@]34C)[C@@H]1C[C@H](C1=CC(=O)O[C@H]1OC(C)=O)O2	/	/	/	/	-1%	/	-1%	/	-18	35µM*
Cc1cc(CNC(=O)C2CCC(=O)N(Cc3ccccc3F)C2)nn1C (stereo not given)	-2%	/	12	5%	-1%	3%	?	-6	-11	7%
O=C(NN1C(=O)CSC1=S)C(=O)NN1C(=O)CSC1=S	0%	7	11	-7%	?	12%	8%	-4	-8	4%
Nc1nc2n(n1)C(c1ccco1)CC(c1ccc(Cl)c(Cl)c1)N2 (stereo not given)	11%	-1	-12	2%	-3%	7%	1%	-2	0	7%
C=CCc1c(C)nc2c(C(=O)O)cnn2c1C	0%	0	8	1%	2%	9%	1%	18	-7	-7%
CCOC(=O)C1CCN(C(=O)COC(=O)/C=C/c2ccccc2)CC1	/	/	-5	-64%	0%	/	?	5	/	16%
CCNS(=O)(=O)c1ccc(CCC(=O)Nc2ccccc2)cc1	-1%	-1	8	2%	-8%	-4%	0%	-4	-13	-2%
CCC(C)(C)NC(=O)C(c1ccc(OC)cc1)N(Cc1ccc(OC)cc1)C(=O)CCC(=O)Nc1cc(C)on1 (stereo not given)	-1%	0	1	0%	1%	4%	-3%	-5	-5	-1%
Next results
SMILES	GALK inh	FBPA coupling cs	Giardia kill	TCR act	Tb PFK inh	CXXC DNA block	BCR signal inh	hERG WT inh	TSHR antag	A-T KAP1 phos
O=C(c1ccco1)N1CCN(Cc2nc3ccc([N+](=O)[O-])cc3c(=O)n2-c2ccccc2F)CC1	2%	-2	-2	/	-1%	5%	?	5	0	-4%
COc1ccc(NC(=O)CCN2CCCC2)c(OC)c1	0%	2	2	-1%[46.1 µM]	0%	18%	-8%	-7	-5	0%
O=C(c1cccs1)N1N=C(c2ccccc2)CC1c1ccccc1 (stereo not given)	1%	-1	1	8%	-2%	31%[activator]	?	9	7	13%
Oc1ccc(N=C/C=C/c2ccc(Br)cc2)cc1-c1nc2ccccc2s1	1%	-11	/	5%	4%	2%	-12%	/	14	0%
CC1CCCC(C)N1S(=O)(=O)c1ccc(S(=O)(=O)NCCc2ccncc2)cc1 (stereo not given)	-3%	-4	8	3%[46.1 µM]	1%	0%	-3%	16	-1	/
CCOC(=O)C1(Cc2ccccc2)CCN(Cc2cccc(OC)c2O)CC1	-1%	-2	-10	-5%	-5%	-2%	?	29	-7	-2%
CCn1c(SCC(=O)Nc2nonc2C)nnc1-c1ccco1	1%	-13	-7	5%	-11%	5%	8%	-28	5	-4%
CCOC(=O)Nc1c(C(=O)OC)[nH]c2cccc(OC)c12	1%	0	14	-1%	0%	4%	?	3	0	-7%
CCOC(=O)C(NC(C)=O)(N1CCc2ccccc2C1)C(F)(F)F (stereo not given)	6%	2	-3	2%	3%	6%	-13%	-6	0	7%
COc1ccc(CC(=O)NNS(=O)(=O)c2ccccc2[N+](=O)[O-])cc1	5%	2	8	-12%	-2%	9%	?	5	1	-7%
CN(C)c1ccc(N2C(=NC(=O)CC3CCCCC3)SC3CS(=O)(=O)CC32)cc1 (stereo not given)	-5%	/	3	-4%	0%	42%[activator]	-1%	2	-2	5%
Cc1nc2ccccc2n1C(=O)c1ccccc1[N+](=O)[O-]	0%	1	13	0%[46.1 µM]	-4%	2%	?	0	17	0%
CCOCCn1c2ccccc2c2nc3ccccc3nc21	1%	-1	3	-8%	-5%	15%	13%	-16	4	5%
C=CCN(C(=O)Nc1ccc(Cl)cc1)C1CC(=O)N(c2ccc(OC)cc2)C1=O (stereo not given)	2%	-1	4	/	0%	5%	?	-11	14	4%
CC(=C1C(=O)c2ccccc2C1=O)N1CCc2ccccc2C1	0%	-7	-4	/	-2%	8%	-1%	6	11	-7%
CCS(=O)(=O)N1CCN(c2ccc([N+](=O)[O-])c(NCc3ccccc3)c2)CC1	0%	/	4	-3%	1%	2%	-2%	-4	-16	-7%
COc1ccc(C2SCCN2S(=O)(=O)c2ccccc2)cc1OC (stereo not given)	1%	-1	15	1%	19%	1%	-15%	-3	-11	-3%
CN(C)S(=O)(=O)Oc1ccsc1C(=O)Nc1cccc(Cl)c1	1%	0	-11	-3%	2%	-1%	7%	-2	-28	8%
O=C(NC1CCS(=O)(=O)C1)c1cccnc1 (stereo not given)	6%	-3	/	/	-3%	12%	0%	/	3	-1%
Nc1ccc(N2CCOCC2)c(Cl)c1	0%	0	21	-2%	-3%	5%	?	3	3	-5%
COCCNC(=S)c1ccc(Br)cc1	-1%	0	6	-2%	-8%	-4%	0%	10	10	-1%
Cc1ccc(S(=O)(=O)N2CCOCC2)cc1C(=O)OCC(=O)c1ccc(Br)cc1	/	/	3	-1%	0%	/	-1%	17	-23	5%
CNC(=O)c1ccc(N(Cc2ccccc2C)S(C)(=O)=O)cc1	0%	8	17	2%	1%	-10%	-2%	0	6	-5%
Cc1ccc(-c2nc3c4ccccc4ccn3c2CN2CCCCC2)cc1	-2%	-4	1	-4%	4%	?	?	-5	7	5%
Nc1nc(SCC(=O)Nc2ccc3c(c2)OCO3)n[nH]1	-1%	1	1	/	0%	7%	5%	-3	0	2%
CCCCOc1cccc(/C=N/NC(=O)c2csc(C)c2C)c1	-1%	-3	-1	5%	16%	-13%	?	-11	-9	-1%
CCCCCn1c(CN2CCN(Cc3ccccc3)CC2)nc2c1c(=O)n(C)c(=O)n2C	-5%	0	-12	6%[46.1 µM]	-3%	-2%	17%	1	3	-1%
